OXTR potentiator = potentiators of human oxytocin receptor; activation, % at 3 µM; CHO-OTR cells, Fluo-8 calcium fluorescence, potentiator mode; 0% = oxytocin EC15, 100% = EC100; P30559; 0.061% of 320,000 active;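 active = activation above that plate's cutoff, the mean activation of tested compounds plus 3 SD, cut at about 6.6% in these data, passing the limit was not always enough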;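 note: 100% uses oxytocin at 75 nM as the full agonist control; some results filed as inactive read as strong as hits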
Target sequence (P30559 whole entry, looked up): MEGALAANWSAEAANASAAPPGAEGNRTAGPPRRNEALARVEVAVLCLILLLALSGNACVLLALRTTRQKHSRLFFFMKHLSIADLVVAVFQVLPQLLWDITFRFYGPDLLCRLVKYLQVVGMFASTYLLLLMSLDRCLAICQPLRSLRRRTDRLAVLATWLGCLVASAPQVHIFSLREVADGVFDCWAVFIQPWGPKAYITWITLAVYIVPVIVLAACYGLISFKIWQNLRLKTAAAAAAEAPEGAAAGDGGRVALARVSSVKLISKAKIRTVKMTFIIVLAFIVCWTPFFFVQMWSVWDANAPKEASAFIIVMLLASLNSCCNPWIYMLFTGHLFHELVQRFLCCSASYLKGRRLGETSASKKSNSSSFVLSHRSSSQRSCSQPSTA
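assay system = CHO-OTR cells, human receptor | schedule = compound 6 min at room temperature before oxytocin, 100 s read | detection = Fluo-8 intracellular calcium fluorescence, ex 470-495, em 515-575 nm | evaluation = normalized max/min fluorescence ratio, % activation | control set = EC15 oxytocin alone as 0%, 75 nM oxytocin (EC100) as 100%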
MEKK2 mut-MEK5 = signal of MEK5 binding to mutant human MEKK2 PB1 domain; percent response, % at 10 µM; 0.35% of 290,000 active; AID 1530; bead flow cytometry, Alexa488-MEK5 binding to MEKK2 mutant; in the data active = percent response above about 24%, passing the limit was not always enough; note: inactives centre near 1; some results filed as inactive read as strong as hits
V1aR counter = activates human V1a receptor in oxytocin agonist counter-screen; CHO-V1R cells, Fluo-8 calcium fluorescence, agonist mode; 0% DMSO, 100% 3 nM vasopressin; activation, % at 3 µM; P37288; 0.25% of 320,000 active;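 active = activation above the mean activation of all tested compounds plus 3 SD, per screening run, cut at about 20% in these data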;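 note: signal is peak over basal fluorescence ratio across a 100 second FLIPR read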
Target sequence (P37288 whole entry, looked up): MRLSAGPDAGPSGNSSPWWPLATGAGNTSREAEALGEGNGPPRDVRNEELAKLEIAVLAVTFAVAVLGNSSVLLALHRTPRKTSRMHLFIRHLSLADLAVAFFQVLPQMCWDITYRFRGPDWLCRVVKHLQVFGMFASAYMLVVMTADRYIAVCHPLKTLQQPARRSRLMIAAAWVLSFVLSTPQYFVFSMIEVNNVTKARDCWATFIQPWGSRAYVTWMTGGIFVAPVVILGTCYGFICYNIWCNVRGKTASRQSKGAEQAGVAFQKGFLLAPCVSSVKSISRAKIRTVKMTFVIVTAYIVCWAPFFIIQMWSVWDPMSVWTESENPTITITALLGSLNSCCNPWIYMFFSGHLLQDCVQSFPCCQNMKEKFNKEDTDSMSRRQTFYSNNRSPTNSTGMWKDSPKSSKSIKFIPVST
GPR7 antagonist = blocks human GPR7 receptor signaling; 1.1% of 290,000 active; P48145; AID 1861; GPR7-expressing cells, fluorescence antagonist assay; inhibition, % at 4.4 µM; in the data active = inhibition above about 16%, passing the limit was not always enough;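 note: cells stimulated with the agonist NPW; 0% = agonist with vehicle and 100% = vehicle without agonist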
MEKK2wt PB1 HTS = raises or lowers MEK5 binding to wildtype human MEKK2 PB1 domain; Q9Y2U5; bead flow cytometry, Alexa488-MEK5 binding to MEKK2 WT; actives lie on both sides; binding response (% of control), % at 10 µM; 1.1% of 290,000 active; AID 1531; in the data active = binding response below about 67% or above about 130%
PfM18AAP inh = blocks P. falciparum M18 aspartyl aminopeptidase. AID 1822. 1.2% of 290,000 active. recombinant PfM18AAP, H-Glu-NHMec fluorogenic cleavage. inhibition, % at 7.35 µM;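 active = inhibition above the campaign mean inhibition over all tested compounds plus 3 SD, cut at about 28% in these data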;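 note: 0% = plate median of test compound wells and 100% = 2 mM ZnCl2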
NALP1 yeast inh = NALP1 inhibition; 0.61% of 280,000 active; S. cerevisiae NALP1/ASC/caspase-1 growth, X-gal OD620, 72 h; inhibition, % at 10 µM; in the data active = inhibition mostly above about 24%, no sharp cut-off; inactive = mostly below about 32%; note: some compounds called inactive have numbers as strong as hits
OXTR agonist = activates the human oxytocin receptor; activation, % at 3 µM; P30559; AID 2435; 0.32% of 320,000 active; CHO-OTR cells, Fluo-8 calcium fluorescence; normalized: DMSO 0%, oxytocin 100%;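 active = activation above the mean of all tested compounds plus 3 SD, cutoff set per screening run, cut at about 20% in these data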;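 note: peak over basal fluorescence ratio from a 100 s FLIPR kinetic read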
GalR3 antag = blocks the human galanin receptor 3; O60755; AID 651719; inhibition, % at 3 µM; HEK293 GalR3-CNG cAMP membrane potential fluorescence; galR3 body fused to GalR1 C-terminus; 0.44% of 360,000 active;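 active = inhibition above the screen-wide average plus 3 SD, cut at about 13% in these data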;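 note: forskolin and galanin both at EC90 stimulate the cells; cAMP rise reported by CNG channel membrane potential dye signal; 0% = forskolin plus galanin with DMSO and 100% = forskolin alone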
* marks the source's active call; other numbers are inactive results; nt = no result given.

no.	Compound	OXTR potentiator	MEKK2 mut-MEK5	V1aR counter	GPR7 antagonist	MEKK2wt PB1 HTS	PfM18AAP inh	NALP1 yeast inh	OXTR agonist	GalR3 antag
1	CC(=O)Nc1ccc(Sc2ncccc2C(=O)Nc2cc(Cl)cc(Cl)c2)cn1	-6	0	2.6	-4	98	-1	0	3.6	-2
2	Cc1onc(-c2ccccc2Cl)c1C(=O)Nc1ccc2c(c1)OCO2	-12	-6	-0.5	-5	83	0	2	-1.9	2
3	CC(C)(/C=N/NC(=O)CSCc1ccc(Cl)cc1)CCC#N	-15	-6	-0.3	-5	89	9	-3	-0.7	-2
4	Cc1cccn2c(=O)c(/C=C(\C#N)C(=O)NC3CCS(=O)(=O)C3)c(N3CC(C)OC(C)C3)nc12 (stereo unspecified)	-3	-14	-0.2	-6	94	2	2	0.2	3
5	O=C(O)c1cccc(NC(=S)NC(=O)c2ccc(-c3ccc(Cl)cc3)o2)c1	3	-14	-0.3	15	77	-13	15	-0.6	-5
6	O=C(O)C1C2C=CC(C2)C1C(=O)NC1CCN(Cc2ccccc2)CC1 (stereo unspecified)	2	-4	0.8	8	95	-3	3	1.2	-4
7	Cc1ccc(-n2c(SCC(=O)N3CC(=O)Nc4ccccc43)nc3ccccc3c2=O)cc1C	-13	0	8.2	9	99	-4	23	4.2	-3
8	CCN(CC1CCCO1)C(=O)c1cc(COc2cc(C)c(Cl)c(C)c2)on1 (stereo unspecified)	nt	-3	nt	3	102	0	-1	nt	-10
9	CC1CCCCN1CCCNc1ccc(C(CC(N)=O)NC(=O)Cc2ccc(Br)cc2)cc1[N+](=O)[O-] (stereo unspecified)	-7	0	-0.1	-4	114	4	25	0.4	-2
10	Cc1ccc(COc2ccc(/C=N/NC(=O)c3nnn(-c4nonc4N)c3COc3ccc(F)cc3)cc2)cc1	0	-10	-0.7	-8	99	-10	nt	0.6	-1
11	O=C(NCC1COc2ccccc2O1)C1CCN(S(=O)(=O)c2ccccc2)CC1 (stereo unspecified)	-7	nt	1.4	nt	nt	nt	nt	0.7	-3
12	CSc1nc(N)nc2c1ncn2CC(=O)NCc1ccccc1	-1	nt	2.5	nt	nt	nt	nt	1.2	-1
13	O=c1cc(-c2ccsc2)oc2ccccc12	2	nt	-1.1	nt	nt	nt	nt	-1.4	-5
14	COc1ccc(S(=O)(=O)n2cnc3cc(C)c(C)cc32)cc1	-12	5	5.2	3	104	-4	-1	3.8	0
15	CC(=O)Nc1ccc(N=Cc2c(O)c3ccccc3oc2=O)cc1	nt	-6	nt	-3	100	-3	18	nt	-10

Rewritten with two lines to a compound: 10 of the compounds above
The line under a structure holds: OXTR potentiator, MEKK2 mut-MEK5, V1aR counter, GPR7 antagonist, MEKK2wt PB1 HTS, PfM18AAP inh, NALP1 yeast inh, OXTR agonist, GalR3 antag
6: O=C(O)C1C2C=CC(C2)C1C(=O)NC1CCN(Cc2ccccc2)CC1 (stereo unspecified)
 : 2, -4, 0.8, 8, 95, -3, 3, 1.2, -4
7: Cc1ccc(-n2c(SCC(=O)N3CC(=O)Nc4ccccc43)nc3ccccc3c2=O)cc1C
 : -13, 0, 8.2, 9, 99, -4, 23, 4.2, -3
8: CCN(CC1CCCO1)C(=O)c1cc(COc2cc(C)c(Cl)c(C)c2)on1 (stereo unspecified)
 : nt, -3, nt, 3, 102, 0, -1, nt, -10
9: CC1CCCCN1CCCNc1ccc(C(CC(N)=O)NC(=O)Cc2ccc(Br)cc2)cc1[N+](=O)[O-] (stereo unspecified)
 : -7, 0, -0.1, -4, 114, 4, 25, 0.4, -2
10: Cc1ccc(COc2ccc(/C=N/NC(=O)c3nnn(-c4nonc4N)c3COc3ccc(F)cc3)cc2)cc1
 : 0, -10, -0.7, -8, 99, -10, nt, 0.6, -1
11: O=C(NCC1COc2ccccc2O1)C1CCN(S(=O)(=O)c2ccccc2)CC1 (stereo unspecified)
 : -7, nt, 1.4, nt, nt, nt, nt, 0.7, -3
12: CSc1nc(N)nc2c1ncn2CC(=O)NCc1ccccc1
 : -1, nt, 2.5, nt, nt, nt, nt, 1.2, -1
13: O=c1cc(-c2ccsc2)oc2ccccc12
 : 2, nt, -1.1, nt, nt, nt, nt, -1.4, -5
14: COc1ccc(S(=O)(=O)n2cnc3cc(C)c(C)cc32)cc1
 : -12, 5, 5.2, 3, 104, -4, -1, 3.8, 0
15: CC(=O)Nc1ccc(N=Cc2c(O)c3ccccc3oc2=O)cc1
 : nt, -6, nt, -3, 100, -3, 18, nt, -10

Next section.
no.	Compound	OXTR potentiator	MEKK2 mut-MEK5	V1aR counter	GPR7 antagonist	MEKK2wt PB1 HTS	PfM18AAP inh	NALP1 yeast inh	OXTR agonist	GalR3 antag
16	O=C(CN1CCN(S(=O)(=O)c2ccc3ccccc3c2)CC1)N1CCc2ccccc2C1	-2	10	1.9	-7	102	0	2	-1.3	-7
17	CSCCC(NC(=O)c1ccccc1)C(=O)O (stereo unspecified)	-4	-2	0.3	2	104	0	8	0.5	-6
18	COc1ccc(C2C(O)C(c3c[nH]c4ccccc34)=NN2C(=O)CCl)cc1 (stereo unspecified)	-7	2	0.9	22*	97	-12	7	2.9	-3
19	CCCN(CC(=O)Nc1ccc(C(N)=O)cc1)CC(=O)Nc1cc(Cl)ccc1Cl	-4	-3	0.5	-10	94	-1	-2	0.6	-3
20	O=C1Cc2cccc3cccc1c23	-1	4	1.1	-8	105	4	2	-0.1	-1
21	COc1ccc(S(=O)(=O)N(CC(=O)N2CCOCC2)c2ccc(F)cc2)cc1OC	-11	-9	2.4	-4	91	-14	15	0.6	-10
22	CSc1nnc(-c2cc3c(s2)-c2ccccc2CC3)o1	-15	-8	2.8	-7	99	-3	47	-0.4	-1
23	Cc1cc(OCC(=O)NCc2ccncc2)ccc1Cl	-4	-8	3.2	-3	85	-3	-4	1.5	-3
24	Cc1ccc(NC(=O)CNCc2cccs2)c(Br)c1	nt	9	nt	-18	106	0	26	nt	-7
25	O=C(NCCCc1ccccc1)c1ccncc1	1	-2	1.0	-12	101	4	-3	0.3	-4
26	CSC(C1CCCC1)n1nnc2ccccc21 (stereo unspecified)	-2	nt	-2.2	nt	nt	nt	nt	-2.4	-4
27	Cc1ccc(C(=O)Nc2nc(-c3cc(Cl)sc3Cl)cs2)cc1	-14	-4	0.3	-11	98	-12	12	-0.4	-3
28	COc1ccc(C=O)cc1CSc1nnc(COc2cccc3cccnc23)o1	-21	9	7.9	24*	109	-4	-4	6.6	1
29	Cc1ccc(-n2ncc3c(=O)[nH]c(SC(C)C)nc32)cc1	1	3	0.4	-12	106	0	22	-1.1	2
30	Cc1nn(C)cc1CN(C)C(=O)c1nn2c(c1Cl)NC(c1cccs1)CC2C(F)(F)F (stereo unspecified)	-13	9	1.6	13	111	2	5	8.0	-9
31	COc1cc2c(cc1OC)CN(C(=O)c1ccc3[nH]c(C)c(C)c3c1)CC2	-4	6	1.7	0	114	16	9	0.1	0
32	CCn1c(SCC(=O)Nc2cccc(C)c2)nc2nc3c(cc2c1=O)COC(C)(C)C3	0	3	0.0	-12	101	-4	-4	-1.3	6
33	CCn1c(COc2ccc3c(c2)CCCC3)nnc1SCC(=O)Nc1nccs1	-4	5	-1.0	11	104	-1	30	-1.4	5
34	C=CCOc1ccc(/C=N/NC(=O)C(C)Sc2ccccn2)cc1OC (stereo unspecified)	-10	-1	1.3	-7	106	-9	-1	-1.4	-1
35	CCOC(=O)CSc1nnc(Cc2cc(=O)[nH]c(=O)[nH]2)n1-c1ccc(Cl)cc1	-11	-1	1.3	-9	96	4	7	1.6	nt
36	CC(CN1CCCCC1)NC(=O)c1cccs1 (stereo unspecified)	-1	11	0.9	-10	116	-5	0	1.4	-7
37	O=C1CCNCCN1[C@H](CO)Cc1ccccc1	-7	0	1.2	-3	110	2	9	-0.2	-3
38	Cc1cc(NC(=O)CCC(=O)N(c2ccc(C)c(F)c2)C(C(=O)NC2CCCC2)c2ccco2)no1 (stereo unspecified)	-2	0	-0.8	-1	98	0	9	-2.6	-9
39	CCc1ccccc1NC(=O)Nn1cnnc1	-1	4	-0.5	-8	99	56*	11	0.1	1
40	O=S(=O)(Nc1ccc(-c2nc3ccccc3o2)cc1)c1ccccc1	-6	0	1.1	-15	103	-6	31	7.1	3
41	Cc1ccc(CN(Cc2ccc(C)o2)C(=S)NCC(=O)O)cc1	-4	14	0.3	0	111	7	32	1.7	-5
42	Cn1c(Cn2c(=O)sc3ccccc32)nnc1SCC(=O)N1CCc2ccccc21	-5	0	-0.1	-3	100	-6	-2	-0.1	1
43	Cc1cc(/C=N/NC(=O)CC2(C)OCCO2)c(C)n1-c1cc(Cl)cc(Cl)c1	-14	4	0.4	-13	116	2	-34	15	-2
44	COC(=O)COc1ccsc1C(=O)OC	-2	0	0.7	-2	100	-1	10	0.3	-5
45	COc1ccc(C2(c3ccc(OC)cc3)NC(=O)NC2=O)cc1	-9	1	6.4	8	95	8	-1	8.1	-3
46	CCCCn1c(N)c(N(C)C(=O)c2ccc(-n3cccn3)cc2)c(=O)[nH]c1=O	-3	nt	1.1	nt	nt	nt	nt	1.3	-3
47	Brc1cccc(-c2nnc3n2CCC3)c1	-5	4	-0.3	-11	107	7	7	-0.2	-1
48	CSc1ccccc1C(=O)N1CCC(n2nccc2NC(=O)C(C)(C)C)CC1	0	1	-0.4	-25	102	3	7	-0.2	-4
49	O=C(O)c1ccc(-c2cccc([N+](=O)[O-])c2)o1	-2	-1	0.3	-8	101	2	30	1.1	-4
50	Cc1cc(=O)oc2cc(OCC(=O)N3CCN(C(=O)C4COc5ccccc5O4)CC3)ccc12 (stereo unspecified)	2	-7	2.0	5	100	-2	13	-0.4	-8
51	C[C@H](CO)N1C[C@H](C)[C@@H](CN(C)S(=O)(=O)c2cccs2)Oc2c(NS(=O)(=O)c3cn(C)cn3)cccc2C1=O	4	nt	1.6	nt	nt	nt	nt	0.6	7
52	CN1C(=O)CSc2ccc(NC(=O)NCc3ccco3)cc21	-7	0	0.5	-7	97	4	8	0.5	-5
53	Cc1nc2cc(Cl)ccc2n1-c1ccccc1	-9	3	-1.7	0	104	-4	nt	3.1	-2
54	O=C(COc1cccc(C(F)(F)F)c1)NNC(=O)Cc1ccc(S(=O)(=O)N2CCOCC2)s1	-5	nt	0.5	nt	nt	nt	nt	0.7	-5
55	CCCC(c1nnnn1Cc1ccc(F)cc1)N1CCN(C)CC1 (stereo unspecified)	-13	0	0.0	-2	97	8	11	-0.1	-6
56	COc1ccc(C(=O)c2cnc3ccccc3c2-c2ccccc2)cc1	-16	-3	0.1	-11	95	6	19	-2.3	-3
57	Clc1ccc(CN2CCN(c3ncccn3)CC2)cc1	-3	2	0.6	1	107	-3	22	-1.0	-2
58	Cc1sc2nc(C(C)C)nc(SCC(=O)N3CCN(C(=O)c4ccco4)CC3)c2c1C	-1	-5	-0.5	-17	94	-4	18	-2.0	-2
59	CSc1nc(N)nc(SCC(=O)C(C)(C)C)c1C#N	-11	17	1.3	3	106	-1	4	0.7	-2
60	COc1ccccc1/C=c1\sc2nc(-c3ccccc3OC)nn2c1=O	4	nt	0.6	12	nt	-7	13	1.1	-2
61	Cc1cccc(C(=O)NCC(=O)OCC(=O)N2CCc3ccccc32)c1	-4	2	-0.5	-3	106	0	11	-2.4	-3

High-throughput results from PubChem BioAssay.
